Autophagy HCS – modulators of autophagy | MEF GFP-LC3 puncta imaging; test concentration mostly 10 µM | calls only at 10 µM (by protocol) | 190,000 compounds, 0.98% hits | AID 463193;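 active = percentage of spot-positive cells more than 3 SD above its plate mean, without a fluorescence outlier flag or 80% toxicity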;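 note: spot-positive cell cutoff set from DMSO-treated cells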
b-catenin transl – alters nuclear translocation of beta-catenin in HeLa cells | immunofluorescence imaging | nuclear translocation activity, % at 5 µM | 190,000 compounds, 0.3% hits;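 active = nuclear translocation activity above 50% at 5 µM, with a well cell count of 50 or more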;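 note: per-cell ratio of nuclear to cytoplasmic median beta-catenin stain intensity; plate controls were DMSO negative control for no effect and GSK-3 inhibitor IX positive control for full effect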
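Assay system: human HeLa cells, native beta-catenin; doses: 5 µM primary, 0.02–20 µM confirmation; incubation: compound treatment 24 h, 37°C, 5% CO2; technique: fluorescence imaging of beta-catenin antibody stain plus DAPI; measure: % activation, nuclear-to-cytoplasmic median beta-catenin signal ratio per cell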
Ins promoter up – MIN6 insulin promoter up-regulation | MIN6 insulin promoter-GFP reporter, high-content imaging; hits give high values | z-score at 5 µM | 190,000 compounds, 0.3% hits | AID 1625;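 active = z-score above 3 at 5 µM with at least 500 cells counted in the well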
Dynein transport – dynein cargo transport inhibition; 3617.4 mouse cells, GR-EGFP nuclear translocation imaging; test concentration mostly 20 µM; stimulated with dexamethasone, 1 µM; hits give low values; 220,000 compounds, 0.47% hits; z-score, hits read low; AID 1381;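 active = plate z-score of nuclear minus cytoplasmic receptor signal below a set negative limit, without overly bright fluorescence or cell loss, cut at about -3.5 in these data, passing the limit was not always enough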;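 note: z-score of nuclear minus cytoplasmic ring GR-EGFP intensity difference per well; some compounds called inactive have numbers as strong as hits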
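medium = tetracycline-free induction medium containing charcoal-stripped FBS | probe or stimulus = dexamethasone, 1.0 µM final | timing = 48 h induction, then 1 h compound, then 30 min agonist, 37 °C | detection = automated 10x imaging of fixed Hoechst-stained cells | read-out basis = nuclear versus cytoplasmic GR-EGFP signal, averaged per well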
human PMI inhibitors – human PMI inhibitors, high substrate, primary screen, biochemical, fluorescence intensity, high mannose 6-phosphate (AID 1220); recombinant PMI enzyme, coupled fluorescence intensity; higher % means a stronger effect; 190,000 compounds, 0.66% hits; one-dose inhibition, % at 20 µM; IC50 in µM for titrated hits
human PMI inhibition – MPI enzyme activity inhibition – biochemical, fluorescence intensity, coupled assay, primary screen (AID 1209) | 190,000 compounds, 0.42% hits | purified PMI enzyme, coupled fluorescence intensity; higher % means a stronger effect | one-dose inhibition, % at 20 µM; IC50 in µM for titrated hits;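 note: plate controls were DMSO vehicle for no effect and wells lacking substrate for full effect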
MT stabilize HCS – microtubule stabilizers in HeLa cells; HeLa tubulin immunostaining HCS, 24 h; share of cells brighter than vehicle mean+2SD; % tubulin-high responders, % at 10 µM; 200,000 compounds, 0.83% hits;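 active = plate Z-score above 3 for both tubulin-high and condensed-nucleus cell shares, with cell loss under 80%, at 10 µM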;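 note: anti alpha tubulin signal scored within the nucleus-defined area of each cell; some results filed as inactive read as strong as hits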
WT yeast gro inh – growth inhibition of WT yeast, mitochondrial fusion screen | mitochondrial fusion phenotypic screen, WT strain | inhibition, % at 10 µM | 190,000 compounds, 2.1% hits | AID 1362; in the data active = inhibition above about 58%; tested in S. cerevisiae
Yfh1-depleted yeast – enhancers of respiration in Yfh1-depleted yeast, dose response, Friedreich's ataxia, plus single-dose screen (AID 1465); S. cerevisiae Yfh1-off respiration, WST-1 reduction, 72 h; higher fold induction means a stronger effect; one-dose fold induction at 50 µM; EC50 in µM for titrated hits; 220,000 compounds, 0.074% hits;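 active = fold induction of absorbance versus untreated yeast above a set limit, then at least 30% activation at any dose in follow-up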;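 note: activators that raise dye reduction in frataxin-depleted yeast; strong numbers were not always called active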
WT yeast gro inh mutant strain – recorded beside WT yeast gro inh, whose call it bears; inhibition, %; mitochondrial fusion phenotypic screen, mutant strain inhibition
Dynein transport cytoplasmic EGFP – recorded beside Dynein transport, whose call it bears; z-score; measured here: cytoplasmic GR-EGFP intensity; hits give high values
Dynein transport nuclear GR-EGFP – second read-out of Dynein transport, no call of its own (marks repeat the call); z-score; measured here: nuclear GR-EGFP intensity;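 lower value marks the stronger effect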
Dynein transport cell count – recorded beside Dynein transport, whose call it bears; z-score; measured here: cell count per field
Ins promoter up cell count – further read-out of Ins promoter up, marked with its call; cell count; measured here: cytotoxicity, nuclei count;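 total cells summed across four imaged fields per well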
b-catenin transl cell count 5 µM – second read-out of b-catenin transl, no call of its own (marks repeat the call); cell count; measured here: cell count, cytotoxicity flag
MT stabilize HCS Hoechst-high % – second read-out of MT stabilize HCS, no call of its own (marks repeat the call); % Hoechst-high responders; measured here: nuclear condensation Hoechst responders;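 share of cells brighter than vehicle mean plus two SD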
MT stabilize HCS cytotoxicity % – second read-out of MT stabilize HCS, no call of its own (marks repeat the call); toxicity, %; measured here: cytotoxicity by cell density;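 0% = mean cell density of plate MIN control wells and 100% = no cells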
Autophagy HCS cell loss 18 h – further read-out of Autophagy HCS, marked with its call; toxicity, %; measured here: cell loss, nuclei count;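 cell loss after 18 h compound exposure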
Active calls of the source: *; i = inactive; . = not tested or not shown. Cut-off read from the data, not from the text of the source, unless noted: active = inhibition above about 50%; inactive = the rest.

structure,MT stabilize HCS cytotoxicity %,b-catenin transl,WT yeast gro inh,human PMI inhibition,MT stabilize HCS Hoechst-high %,Dynein transport cell count,Ins promoter up,Ins promoter up cell count,Dynein transport nuclear GR-EGFP,Autophagy HCS cell loss 18 h,WT yeast gro inh mutant strain,Dynein transport cytoplasmic EGFP,Autophagy HCS,b-catenin transl cell count 5 µM,human PMI inhibitors,MT stabilize HCS,Dynein transport,Yfh1-depleted yeast
COc1cc(Br)cc(CNc2ccc(F)c([N+](=O)[O-])c2)c1O,7.7,2.7,35,14%,1.3,0.45,-0.07,1491,0.17,-26,8,-0.31,i,1057,20%,1.5,0.053,i
Cc1ccc(NC(=S)NCCc2c[nH]c3ccccc23)c(C)c1,.,-1.7,.,.,.,-0.9,-0.36,1337,0.13,.,.,-0.17,.,1052,.,.,0.67,i
COc1cc2c(cc1OC)CN(CC(=O)Nc1cccc(C)c1)CC2,6.2,0.1,-12,-13%,1.9,0.3,-0.36,1125,-0.059,-10,-8,1,i,895,8%,4.1,1.3,i
CCOc1ccc(C2c3[nH]c4ccccc4c3CCN2Cc2cccn2-c2ncccn2)cc1 (stereo unspecified),.,0.0,.,.,.,0.14,-1.8,847,0.29,.,.,-0.17,.,1219,.,.,-0.33,i
Cc1cc(C)n(CC(O)COCc2ccccc2)n1 (stereo unspecified),18,0.2,2,5%,2.5,-0.17,0.56,1534,1.1,-37,3,-0.35,i,1347,2%,7.4,1.6,i
CCOC(=O)CNC(=O)CNC(=O)c1ccc(OC(C)C)cc1,.,-0.4,.,.,.,0.56,0.51,1067,-0.11,.,.,-0.21,.,1323,.,.,0.009,i
Cc1c(O)nc(SCC(=O)Nc2ccc3c4c(cccc24)CC3)n(-c2ccc(F)cc2)c1=O,3.3,.,2,7%,3.2,-0.27,-0.03,1414,0.46,-12,-5,-0.15,i,.,11%,2.6,0.37,i
CCOC(=O)c1sc(-c2ccc(F)cc2)cc1NC(=O)Nc1ccccc1OC,5.4,-0.5,-6,12%,1.5,0.28,0.25,1423,-0.21,9,12,-0.25,i,1115,4%,2.3,-0.4,i
CC1CC(C)CN(CC(C)(C)NS(=O)(=O)c2ccc(Cl)cc2)C1 (stereo unspecified),12,.,10,-4%,1.4,-1.3,-0.53,1006,1.9,28,33,-0.23,i,.,-8%,2.5,2.6,i
CC(=O)Nc1ccc(S(=O)(=O)N[C@@H](C)C(=O)OCc2cc([N+](=O)[O-])cc3c2OCOC3)cc1,.,0.4,.,.,.,0.13,-0.89,1109,0.49,.,.,-0.77,.,1233,.,.,0.53,i
CCOC(=O)C1(Cc2ccccc2C)CCCN(C(=O)c2cc(C3CC3)[nH]n2)C1 (stereo unspecified),6.9,3.2,-3,16%,2.3,0.2,0.12,1388,0.092,19,3,-0.29,i,1045,8%,5.4,0.062,i
Cc1[nH]ccc(=O)c1OCc1c(Cl)cccc1Cl,7.7,-1.1,-12,11%,2.3,0.31,-6.1,533,-0.37,3,-6,-0.22,i,1137,7%,1.9,-0.16,i
O=C(Nc1ccccc1)NC1CCS(=O)(=O)C1 (stereo unspecified),3.0,-3.6,-2,-1%,1.3,0.8,0.76,1215,-0.053,6,-4,-0.24,i,553,1%,4.1,-0.064,i
CC1CCC(C(=O)NC(C(=O)NCCN2CCC(C)CC2)C(C)C)CC1 (stereo unspecified),1.0,.,16,1%,1.8,-2,-1.6,1365,1.2,-2,17,-0.16,i,.,1%,2.7,0.65,i
CC[N+]1(CC)CC2=Cc3c(ccc4ccccc34)CC2C1 (stereo unspecified),4.1,.,-28,-1%,1.4,1.4,-0.48,925,-0.38,4,-48,-0.32,i,.,-8%,1.4,-0.95,i

structure,MT stabilize HCS cytotoxicity %,b-catenin transl,WT yeast gro inh,human PMI inhibition,MT stabilize HCS Hoechst-high %,Dynein transport cell count,Ins promoter up,Ins promoter up cell count,Dynein transport nuclear GR-EGFP,Autophagy HCS cell loss 18 h,WT yeast gro inh mutant strain,Dynein transport cytoplasmic EGFP,Autophagy HCS,b-catenin transl cell count 5 µM,human PMI inhibitors,MT stabilize HCS,Dynein transport,Yfh1-depleted yeast
O=C(NC(Cc1ccccc1)C(=O)O)OCc1ccccc1 (stereo unspecified),3.8,-4.9,-1,-12%,2.0,1.1,0.57,1144,-0.58,-5,-1,-0.21,i,968,-11%,2.5,-1.3,i
Cc1cc(N=Cc2cc(Br)ccc2O)no1,43,.,11,-3%,0.5,-0.92,0.63,1228,1.4,-4,2,-0.19,i,.,-9%,2.2,1.6,i
N#C/C(=C\c1ccc(-c2ccc(C(=O)O)cc2)o1)c1nc2ccccc2[nH]1,7.4,1.1,-12,12%,1.6,-0.074,.,.,0.47,3,-9,0.37,i,985,16%,1.1,-0.19,i
CCN(CC)C(=O)Cn1cnc2sc(C(=O)Nc3cc(OC)c(OC)c(OC)c3)c(C)c2c1=O,6.1,-2.9,-10,16%,1.0,0.45,.,.,0.041,0,-2,0.16,i,1126,6%,1.3,-0.59,i
Cc1ccc(-c2nnn(CCC(=O)Nc3ccc4c(c3)OCO4)n2)cc1,6.3,1.0,-6,4%,2.2,1.1,-0.22,1479,-0.11,-8,-15,-0.43,i,1389,5%,3.3,-0.78,i
CCc1ccc(C(=O)N/N=C/c2ccc(Cl)cc2Cl)nc1,8.5,-1.7,16,11%,2.4,0.49,0.19,1449,0.1,9,3,-0.22,i,1123,2%,1.0,-0.38,i
COc1ccc(CN(C)CCc2ccccn2)c(OC)c1OC,3.3,-0.9,4,15%,3.4,0.65,0.51,1464,-0.31,-9,5,-0.13,i,1396,2%,5.5,-0.61,i
CC(C)(C)C1CCC(C(=O)OCC(=O)c2ccc[nH]2)CC1 (stereo unspecified),7.5,-0.6,50,13%,2.0,0.49,0.16,1320,-0.72,-6,31,-0.31,i,996,18%,4.5,-0.49,i
COc1ccc2ncc(OC(C)=O)cc2c1,5.0,.,-12,22%,1.7,0.23,0.62,1195,0.25,-8,10,-0.24,i,.,9%,4.4,0.36,i
CNS(=O)(=O)c1cccc(C(=O)OCC(=O)/C=C2/N(C)c3ccccc3C2(C)C)c1,6.7,2.0,17,16%,2.0,0.21,-3,598,0.22,-4,14,-0.2,i,934,17%,2.4,0.12,i
CCc1nnc(NC(=O)c2cc3ccccc3oc2=O)s1,6.2,-2.1,-6,18%,1.8,-0.6,0.47,1842,0.061,-3,-9,-0.2,i,1116,17%,1.8,2.1,i
Cc1nn(-c2cccc(C(=O)O)c2)c(C)c1[N+](=O)[O-],3.1,-2.1,-2,-18%,2.1,-1.4,0.61,1260,0.3,3,-22,-0.1,i,1085,-16%,3.1,0.13,i
O=C(CCCOc1ccccc1)NC(=S)Nc1ccccc1,10,0.5,15,23%,1.5,-1.5,-0.53,1369,0.38,3,-4,0.14,i,1499,13%,6.7,1.1,i
CC(C)(C)OC(=O)NCCCCCc1nnc(SCC(N)=O)o1,8.2,-4.1,.,-1%,2.6,-0.9,0.47,1312,0.69,7,.,-0.18,i,925,3%,1.7,1.6,i
CCC(=O)N1CCN(c2ccccc2NC(=O)COc2cccc(C)c2)CC1,8.3,.,11,13%,1.4,-0.32,-0.54,1345,1.2,1,9,-0.21,i,.,12%,2.4,1.5,i

A few values from the list:
CCc1ccc(C(=O)N/N=C/c2ccc(Cl)cc2Cl)nc1 in Autophagy HCS cell loss 18 h is entered as 9
CNS(=O)(=O)c1cccc(C(=O)OCC(=O)/C=C2/N(C)c3ccccc3C2(C)C)c1 in Ins promoter up cell count is entered as 598

Next part:
structure,MT stabilize HCS cytotoxicity %,b-catenin transl,WT yeast gro inh,human PMI inhibition,MT stabilize HCS Hoechst-high %,Dynein transport cell count,Ins promoter up,Ins promoter up cell count,Dynein transport nuclear GR-EGFP,Autophagy HCS cell loss 18 h,WT yeast gro inh mutant strain,Dynein transport cytoplasmic EGFP,Autophagy HCS,b-catenin transl cell count 5 µM,human PMI inhibitors,MT stabilize HCS,Dynein transport,Yfh1-depleted yeast
Cn1c(CSc2nc3ccccc3s2)nnc1SCC(=O)NCc1cccnc1,5.2,.,11,.,2.2,0.48,.,.,0.18,-7,12,-0.25,i,.,.,3.6,0.53,i
Cc1ccc(-c2nnn(CC(=O)N3CCN(c4ccccc4)CC3)n2)o1,11,-3.4,-5,7%,1.7,0.47,0.05,1248,-0.4,4,-8,-0.21,i,1172,2%,1.7,-0.51,i
CN1CCN(S(=O)(=O)c2ccc(Oc3ccc(F)c(Cl)c3)nc2)CC1,0.9,-0.3,7,-8%,0.7,0.8,-0.24,1632,-0.31,-18,8,-0.3,i,998,-6%,1.9,-0.61,i
Cc1cccc(NC(=O)Cn2c(=O)oc3ccccc32)c1,0.6,-0.6,6,1%,2.3,0.92,0.07,1679,-0.67,8,4,-0.45,i,1318,-1%,2.0,-1.5,.
O=C(CNc1ccc2c(c1)OCO2)N/N=C\c1cn(Cc2ccc(F)cc2)c2ccccc12,3.3,-0.5,0,-21%,1.2,-0.69,-0.47,1108,0.22,2,12,-0.2,i,916,1%,2.1,-0.17,i
Cc1ccccc1N/C(=N/S(=O)(=O)c1ccccc1)c1ccc(F)cc1,.,-0.8,.,.,.,0.6,-0.2,1078,-0.14,.,.,-0.27,.,1293,.,.,-0.068,i
O=C(c1ccccc1)c1cncc(Br)c1,2.1,-0.3,3,13%,2.1,0.31,-0.18,1714,0.32,3,5,-0.25,i,987,10%,3.7,0.13,i
CCc1c(C)nc2ccc(Br)cc2c1Cl,5.0,0.3,7,1%,1.7,0.55,0.65,1575,-0.12,1,22,-0.097,i,1306,-3%,1.6,-0.51,i
O=C(NCc1ccco1)/C(=C\c1ccco1)NC(=O)c1cccs1,2.0,-0.4,6,-3%,1.5,-1.1,0.08,1460,1,-11,12,0.23,i,1055,18%,2.1,0.64,i
O=C(CN1C(=O)NC2(CCCCCCC2)C1=O)N1CCOCC1,4.1,-1.1,-4,-3%,1.9,0.4,-0.04,1180,-0.12,-8,-15,-0.21,i,1189,-5%,2.6,-0.57,i
